Bioassay records: PubChem BioAssay, several laboratories
CYP2C19 act: cytochrome P450 2C19 (human) activation. P33261. recombinant CYP2C19, luciferin-H EGE luminescence; stronger effect = higher value; 0 = fully inhibited enzyme, 1 = untreated enzyme. activation factor at 5 µM. 96,000 tested, under 10 active. AID 1025;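 active = activation factor of at least 2 at 5 µM in the primary screen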;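 note: 0 = wells with 2.5 mM tranylcypromine and 1 = vehicle-only wells; values of inactives mirror those of a sister screen read the other way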
CYP2C9 activ: CYP2C9 (human) activation. P11712. recombinant CYP2C9, luciferin-H conversion, luminescence; stronger effect = higher value; factor 1 = untreated enzyme, 0 = blocked. activation factor at 5 µM. 1.4% of 96,000 active. AID 1024;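 active = activation factor of 2 or more for CYP2C9 at a 5 µM dose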;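 note: 0 = sulfaphenazole-blocked wells and 1 = vehicle-only wells; values of inactives mirror those of a sister screen read the other way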
Target sequence (P11712 whole entry, looked up): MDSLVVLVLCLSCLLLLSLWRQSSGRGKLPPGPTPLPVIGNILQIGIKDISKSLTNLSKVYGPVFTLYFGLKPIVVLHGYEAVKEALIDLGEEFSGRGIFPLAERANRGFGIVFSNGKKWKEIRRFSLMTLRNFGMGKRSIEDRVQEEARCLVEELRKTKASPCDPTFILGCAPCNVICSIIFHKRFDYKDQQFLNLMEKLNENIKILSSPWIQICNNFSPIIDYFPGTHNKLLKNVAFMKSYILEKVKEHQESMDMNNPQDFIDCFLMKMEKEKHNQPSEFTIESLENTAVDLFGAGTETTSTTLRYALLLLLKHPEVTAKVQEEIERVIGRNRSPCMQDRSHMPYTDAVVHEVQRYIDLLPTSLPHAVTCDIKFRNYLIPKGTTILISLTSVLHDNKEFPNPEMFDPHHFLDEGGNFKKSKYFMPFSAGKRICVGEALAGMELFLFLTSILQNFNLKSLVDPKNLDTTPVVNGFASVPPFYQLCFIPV
Rev-RRE block: inhibitors of HIV-1 Rev-RRE RNA interaction; AID 704; inhibition, % at 8 µM; Rev peptide-RRE RNA binding, FRET; 0.79% of 97,000 active;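 active = inhibition above the screen-wide mean plus 3 SD, cut at about 35% in these data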;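 note: 0% = median DMSO wells and 100% = median Neomycin B control wells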
Target sequence (P05866 whole entry, looked up): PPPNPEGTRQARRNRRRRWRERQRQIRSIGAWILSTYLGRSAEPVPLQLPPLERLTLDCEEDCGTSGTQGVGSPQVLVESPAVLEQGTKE
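assay system = Cy5-tagged RRE RNA duplex with fluorescein-tagged Rev peptide | incubation = 5 + 15 min at 25 °C | also added = labelled Rev peptide | measure = % inhibition of FRET ratio versus controls | benchmarks = DMSO wells as 0% and neomycin B wells as 100% inhibition | measured by = FRET fluorescence readout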
PLK1 inh: blocks human PLK1 kinase activity; P53350; recombinant PLK1 kinase, TR-FRET peptide phosphorylation; inhibition, % at 10 µM; 0.53% of 97,000 active; AID 619;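 active = inhibition of 50% or more in the single-concentration screen; inactive = inhibition below 50%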;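 note: 0% = DMSO max control and 100% = H-89 dihydrochloride min control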
PLAP activator: human PLAP activation; activation fold at 20 µM; 1.2% of 96,000 active; purified PLAP enzyme, luminescent substrate read-out; stronger effect = higher value; P05187; in the data active = activation fold above about 2
Target sequence (P05187 whole entry, looked up): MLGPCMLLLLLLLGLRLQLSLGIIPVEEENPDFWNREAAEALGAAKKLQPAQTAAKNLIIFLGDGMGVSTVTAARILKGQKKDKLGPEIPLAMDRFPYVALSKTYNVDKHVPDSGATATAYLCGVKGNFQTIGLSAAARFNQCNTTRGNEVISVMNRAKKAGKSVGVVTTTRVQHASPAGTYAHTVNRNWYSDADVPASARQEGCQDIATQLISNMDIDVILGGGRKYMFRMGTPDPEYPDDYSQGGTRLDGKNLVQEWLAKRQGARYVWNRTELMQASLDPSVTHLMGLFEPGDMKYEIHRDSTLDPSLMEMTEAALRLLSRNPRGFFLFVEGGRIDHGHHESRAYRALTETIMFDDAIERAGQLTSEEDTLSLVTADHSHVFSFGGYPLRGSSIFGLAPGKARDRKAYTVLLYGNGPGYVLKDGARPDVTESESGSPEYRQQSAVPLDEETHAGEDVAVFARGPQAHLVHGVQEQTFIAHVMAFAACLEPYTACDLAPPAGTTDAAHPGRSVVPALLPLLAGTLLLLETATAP
PLK1 PBD inh: blocks phosphopeptide binding to human Plk1 polo box domain. AID 693. Plk1 PBD phosphopeptide binding, fluorescence polarization. 0.13% of 97,000 active. inhibition, %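 (tested at about 20 µM)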. P53350; in the data active = inhibition above about 34%, passing the limit was not always enough
CYP2C19 inh: inhibitors of human CYP2C19. AID 778. P33261. inhibition, % at 5 µM. 21% of 96,000 active. CYP2C19 Supersomes, luciferin-H EGE luminescence, 30 min;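 active = CYP2C19 inhibition above a set limit at 5 µM in the primary screen, cut at about 50% in these data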;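 note: plate controls were negative control wells for no effect and 2.5 mM tranylcypromine positive control for full effect; values of inactives mirror those of a sister screen read the other way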
CYP2C9 inhib: inhibitors of human CYP2C9. P11712. CYP2C9 Supersomes, luciferin-H conversion, luminescence. inhibition, % at 5 µM. 20% of 96,000 active. AID 777;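 active = blocking of liver enzyme CYP2C9 beyond about 50% at 5 µM, limit read from the data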; note: values of inactives mirror those of a sister screen read the other way
EphB4 antag: antagonists of human EphB4-ephrin-B2 interaction; EphB4 LBD / TNYL-RAW-Alexa532 peptide, fluorescence polarization; inhibition, % at 7 µM; 0.15% of 97,000 active;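 active = inhibition above the screen-wide mean inhibition plus 3 SD, cut at about 15% in these data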;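 note: 0% = DMSO wells and 100% = excess unlabeled TNYL-RAW peptide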
Numbers without * were called inactive; . = no result given. Not a hit list. Share with any hit: about 29%.

Order of values – CYP2C19 act	CYP2C9 activ	Rev-RRE block	PLK1 inh	PLAP activator	PLK1 PBD inh	CYP2C19 inh	CYP2C9 inhib	EphB4 antag
1. C(=C\c1ccccc1)/CSc1nnc(-c2cccnc2)n1Cc1ccco1
  0.3	0.4	3	-3	1.3	-8	73*	58*	-2
2. Cc1cc(OCC(=O)N2CCOCC2)ccc1NC(=O)C1CCCCC1
  1	1.1	.	.	0.8	.	-4	-10	.
3. CCOC(=O)CNC(=O)CSc1nnc(-c2ccc(OC)cc2)n1CC
  .	.	1	-13	.	12	.	.	4
4. COc1ccc(OCC(=O)Nc2ccc(N3CCOCC3)cc2)cc1
  1	1	7	-4	1	-8	4	4	-4
5. O=C(CSc1nc(-c2ccccc2)nc2c1CCCC2)N1CCOCC1
  1.1	0.8	5	-1	1	0	-6	18	1
6. CC1CCN(C(=S)NC2CCCCC2)CC1
  0.3	0.9	-6	-11	1	-15	70*	8	1
7. CCCCC(C(=O)NC(C)(C)C)N(Cc1ccco1)C(=O)c1snc(C(N)=O)c1N (stereo unspecified)
  0.4	0.3	1	-11	1.5	-14	58*	70*	-2
8. Cc1nc2sc(C(=O)O)c(N)c2c2c1COC(C)(C)C2
  1.1	0.8	6	-11	1.4	14	-11	15	-10
9. CCc1ccc(NC(=O)N(C2CCC(C)CC2)C2CCN(C(C)=O)CC2)cc1 (stereo unspecified)
  1	0.9	-2	-9	1.5	30	-1	7	7
10. COC(=O)[C@H](C)NC(=O)Nc1ccc(OC(F)(F)F)cc1
  0.9	1	1	-10	0.9	2	10	-3	-7
11. CSc1nc(C)c(CCOC(=O)c2cccc(C)c2)c(=O)[nH]1
  0.9	0.7	7	-1	1.1	-5	13	26	3
12. Cc1ccc(/C=C2/SC(=S)N(CC(=O)Nc3ncc(Cc4ccc(C)cc4)s3)C2=O)cc1
  1	0.8	4	-15	1.1	-9	-5	19	-3
13. CC(C)Oc1ccc(Oc2ccc(C(F)(F)F)cn2)cc1
  0.8	0.8	13	-9	0.9	-25	23	23	-4
14. O=C(c1ccc(Cl)cc1)c1cnc2ccccn12
  1.1	1	-6	-2	0.9	17	-7	0	3
15. CCC(C)Nc1ncnc2c1cnn2Cc1ccc(Cl)cc1 (stereo unspecified)
  0.6	1.2	5	1	1.1	-8	35	-19	-1
16. Nc1ccc2c(c1)CCC2=O
  .	.	19	-6	.	-5	.	.	0
17. CCn1ncc(/C=N\NC(=O)c2csc3ccccc23)c1C
  0.9	1.3	3	-12	0.9	0	13	-32	-3
18. Clc1ncnc2scc(C3COc4ccccc4O3)c12 (stereo unspecified)
  .	.	5	-10	.	6	.	.	2
19. COC(=O)c1ccccc1NC(=O)Cn1cc(Br)cn1
  0.4	1	-4	-2	0.8	4	60*	0	-3
20. COc1cccc(C(=O)N/N=C2\SCC(=O)N2Cc2ccc3c(c2)OCO3)c1
  0.7	0.1	0	1	1	-3	34	88*	2

Rewritten with the structure last: entries from further up.
#	CYP2C19 act	CYP2C9 activ	Rev-RRE block	PLK1 inh	PLAP activator	PLK1 PBD inh	CYP2C19 inh	CYP2C9 inhib	EphB4 antag	SMILES
15	0.6	1.2	5	1	1.1	-8	35	-19	-1	CCC(C)Nc1ncnc2c1cnn2Cc1ccc(Cl)cc1 (stereo unspecified)
16	.	.	19	-6	.	-5	.	.	0	Nc1ccc2c(c1)CCC2=O
17	0.9	1.3	3	-12	0.9	0	13	-32	-3	CCn1ncc(/C=N\NC(=O)c2csc3ccccc23)c1C
18	.	.	5	-10	.	6	.	.	2	Clc1ncnc2scc(C3COc4ccccc4O3)c12 (stereo unspecified)

Later entries.
Order of values – CYP2C19 act	CYP2C9 activ	Rev-RRE block	PLK1 inh	PLAP activator	PLK1 PBD inh	CYP2C19 inh	CYP2C9 inhib	EphB4 antag
21. CC1CCN(C(=S)c2cn(Cc3ccc(F)cc3)c3ccccc23)CC1
  0.6	0.8	4	-16	1	4	38	20	6
22. CCc1nc2c(n1O)CCc1nonc1-2
  0.9	0.6	.	.	0.9	.	6	40	.
23. O=c1c2cnn(-c3ccccc3)c2ncn1Cc1ccccc1F
  1.1	0.8	11	-4	1	25	-7	20	0
24. O=C(O)c1ccc(Cl)c(S(=O)(=O)NCc2ccco2)c1
  1	1	6	-8	1	13	-3	-1	-4
25. CCCCCNC1=CC(=O)CC(c2ccccc2)C1 (stereo unspecified)
  0.6	0.9	7	-10	0.8	-13	40	10	5
26. Cc1cccc(C(=O)NC2CC3CCCC(C2)N3S(=O)(=O)c2ccccc2)c1 (stereo unspecified)
  0	0.1	2	-13	1.8	10	97*	91*	2
27. COc1ccc(N2CCN(C(c3cccc(OC)c3OC)c3nnnn3C3CCCC3)CC2)cc1 (stereo unspecified)
  0.2	0.3	-7	-8	1.4	-15	80*	73*	-6
28. O=C(NC1CC1)C1=COCCO1
  1.2	1	9	-13	1	-5	-16	1	3
29. Cc1cc(=O)oc(C)c1C(=O)NCCc1ccccc1
  1	0.9	2	-4	1	-18	4	10	4
30. COc1ccc(-c2csc(NC(=O)CC(C)C)n2)cc1
  .	.	5	1	.	16	.	.	-3
31. Cc1ccc(NC(=O)CC2Nc3ccccc3NC2=O)cc1Cl (stereo unspecified)
  0.6	0.7	11	-10	1.4	-5	40	27	4
32. CC(C)C(=O)N(c1ccc(F)cc1)C1C=CS(=O)(=O)C1 (stereo unspecified)
  1	0.9	8	-2	0.9	3	-4	5	13
33. COc1ccc(-c2cc(N)n(S(=O)(=O)c3ccc(C)cc3)n2)c(OC)c1
  0.9	0.6	4	2	0.9	29	11	41	-1
34. O=S(=O)(Nc1ccncc1)c1ccc(Cl)cc1
  1	0.6	1	-5	0.9	-4	4	40	-8
35. C=CCn1c(SCC(=O)NCc2ccc3c(c2)OCO3)nc2scc(-c3ccc(F)cc3)c2c1=O
  1.1	1	3	-20	0.8	-4	-12	0	4
36. CCc1ncc(C(=O)c2ccc(OC)cc2)n1C
  0.7	0.8	1	-7	1	-14	27	23	0
37. CCCCOc1ccc2c(C)cc(=O)oc2c1OCCCC
  .	.	14	-23	.	-7	.	.	0
38. Cc1ccc(/C=C/C(=O)c2c(C)cc(C)[nH]c2=O)cc1
  0.1	1.4	1	-9	0.9	-5	89*	-44	1
39. O=[N+]([O-])c1nn(-c2ccc3c(c2)OCCO3)n(O)c1=NC1CCCC1
  0.7	0.6	4	-1	0.9	25	35	36	0
40. O=C(O)c1ccc(S(=O)(=O)N2CCC(c3nc(-c4ccccc4Cl)no3)CC2)cc1
  1	0.7	-7	-18	1.6	3	0	30	1

An excerpt from above in order of their number in PLK1 inh, descending.
nr | molecule | CYP2C19 act | CYP2C9 activ | Rev-RRE block | PLK1 inh | PLAP activator | PLK1 PBD inh | CYP2C19 inh | CYP2C9 inhib | EphB4 antag
33 | COc1ccc(-c2cc(N)n(S(=O)(=O)c3ccc(C)cc3)n2)c(OC)c1 | 0.9 | 0.6 | 4 | 2 | 0.9 | 29 | 11 | 41 | -1
36 | CCc1ncc(C(=O)c2ccc(OC)cc2)n1C | 0.7 | 0.8 | 1 | -7 | 1 | -14 | 27 | 23 | 0
37 | CCCCOc1ccc2c(C)cc(=O)oc2c1OCCCC | . | . | 14 | -23 | . | -7 | . | . | 0

The list goes on.
Order of values – CYP2C19 act	CYP2C9 activ	Rev-RRE block	PLK1 inh	PLAP activator	PLK1 PBD inh	CYP2C19 inh	CYP2C9 inhib	EphB4 antag
41. CN=C1S/C(=C\c2cccn2-c2cccc(Br)c2)C(=O)N1C
  .	.	7	-14	.	-21	.	.	0
42. CCc1cccc(NC(=O)COc2ccccc2)c1
  0.5	1	6	-3	0.8	-3	52*	5	7
43. Cc1ccccc1-c1nnc(-c2ccccc2C)o1
  .	.	2	-5	.	-11	.	.	-5
44. C=CCn1c(SCc2c(F)c(F)c(F)c(F)c2F)nc(O)cc1=O
  1	0.8	-1	-9	1.6	-19	-1	22	-3
45. CCOc1ncccc1C(=O)N(C)CC1COc2ccccc2O1 (stereo unspecified)
  0.1	0.4	4	-13	0.9	-9	85*	63*	-1
46. Cc1ccc(/C=C2\SC(=S)N(Cc3ccccc3)C2=O)o1
  1.1	1.1	5	-19	1.1	15	-6	-5	4
47. COc1cccc(-n2nnc3c(=O)n(Cc4ccc(Cl)cc4)cnc32)c1
  0.5	0.8	2	-3	1	-9	48	24	-5
48. CC(=O)Nc1nc2ccccc2n1CCN(C)C
  1	1	9	-6	1.6	7	-2	-1	-9
49. COC(=O)c1ccccc1NC(=O)CN1CCC(n2nnc3cc(C)ccc32)CC1
  0.8	0.8	.	.	1	.	25	25	.
50. CCCCS(=O)(=O)Nc1ccc(Cc2ccncc2)cc1
  0	0	4	-8	1	1	100*	100*	2
51. O=c1[nH]cnc2c1C1(CCCC1)Cc1ccccc1-2
  0.1	0.8	1	-3	1.3	0	88*	22	-8
52. Cc1cccc(CSc2nnc(NC(=O)CSc3nnc(C)s3)s2)c1
  0.8	1.1	3	-6	1	12	20	-12	0
53. Cc1nnc(-c2cccc(Br)c2)c2cn(-c3ccc(Br)cc3)nc12
  1.2	1.1	2	-6	1.1	11	-16	-6	-3
54. CC1CC(C(F)(F)F)n2nc(C(=O)O)cc2N1 (stereo unspecified)
  1.1	0.7	12	3	0.9	-13	-6	25	5
55. CCn1c(=O)cc(OCC(=O)Nc2ccccc2C#N)c2ccccc21
  0.7	0.6	5	-2	0.9	17	30	41	-1
56. COc1cccc(-c2csc(NC(=O)Oc3ccccc3)n2)c1
  0.9	0.8	8	-3	1.1	2	14	16	-7
57. Cc1c(C(=O)NC(C)C)oc2c1-c1[nH]ncc1CC2
  1.1	1	5	15	1	-10	-10	-4	5
58. NC(=O)c1cccc(S(=O)(=O)N2CCCCC2)c1
  1	1.2	3	-8	0.8	1	1	-16	-3
59. COc1ccc(C2(C(=O)NCCCN3CCOCC3)CCOCC2)cc1
  1	1	5	-3	1	-26	3	-3	1
60. Clc1ccccc1COc1ccccc1-c1nnco1
  0.7	0.5	9	-6	1.2	8	27	50*	-1

Another view of part of the listing above:
43: Cc1ccccc1-c1nnc(-c2ccccc2C)o1
44: C=CCn1c(SCc2c(F)c(F)c(F)c(F)c2F)nc(O)cc1=O
assay / compound	43	44
CYP2C19 act	.	1
CYP2C9 activ	.	0.8
Rev-RRE block	2	-1
PLK1 inh	-5	-9
PLAP activator	.	1.6
PLK1 PBD inh	-11	-19
CYP2C19 inh	.	-1
CYP2C9 inhib	.	22
EphB4 antag	-5	-3

Next results follow.
Order of values – CYP2C19 act	CYP2C9 activ	Rev-RRE block	PLK1 inh	PLAP activator	PLK1 PBD inh	CYP2C19 inh	CYP2C9 inhib	EphB4 antag
61. CCOC(=O)C1CCN(C(=O)CCc2c(C)nc3ncnn3c2C)CC1
  0.8	0.9	4	0	0.8	-28	18	10	3
62. CCc1ccccc1OCC(=O)NC1CCCC1
  0.1	0.6	1	-3	0.9	0	93*	36	-7
63. CN1CCN(CCCNC(=O)c2cc3c(=O)n(C)c4ccccc4c3s2)CC1
  1	1	7	-7	1.5	13	-1	-5	1
64. CCn1c(SCC(=O)NNC(=O)c2ccccc2)nnc1-c1ccncc1
  1.1	1.1	6	5	1.5	5	-13	-8	-3
65. Cc1ccc(NC2c3ncccc3C(=O)N2Cc2ccc(F)cc2)cc1 (stereo unspecified)
  0.7	0.5	9	0	1.1	-23	32	53*	-7
66. CCOc1ccc2nc(NC(=O)C3CCCN(S(=O)(=O)c4cccs4)C3)sc2c1 (stereo unspecified)
  0.5	0.4	7	-10	0.9	-20	50*	60*	-1
67. CCC1CCCCN1Cc1nc2c(c(=O)n(C)c(=O)n2C)n1Cc1cccc2ccccc12 (stereo unspecified)
  0.9	0.6	.	.	1.2	.	10	40	.
68. O=C(NCc1ccco1)c1c(O)c2cccc3c2n(c1=O)CCC3
  1	1.1	.	.	0.8	.	2	-13	.
